MrgX1 PAM – allosterically activates human MrgX1 receptor signaling. Q96LB2. MrgX1-HEK293, Fluo-4 calcium flux, FDSS; hits give high values. B-score at 10 µM. actives 0.63% (n = 310,000). AID 588675;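 active means plate-corrected calcium response at least 3 library SD above typical, normal starting fluorescence, not activating the receptor alone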;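 further: compound read alongside a low EC10 to EC30 dose of BAM8-22 agonist; peak minus trough fluorescence over baseline measured at the second addition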
MrgX1 antag – blocks BAM8-22 activation of human MrgX1 receptor. actives 1.3% (n = 310,000). MRGX1-HEK293 calcium flux, Fluo-4, BAM8-22 antagonism; hits give low values. B-score at 10 µM;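 active means calcium-response B-score plate-corrected more than 3 library SD below zero, starting fluorescence within 5 deviations, no agonist response on first addition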;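 further: peak minus trough fluorescence over baseline after final BAM8-22 challenge near maximal dose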
TRPC4 agonist – TRPC4 (mouse) channel activation; Q9QUQ5; HEK293 TRPC4beta/mu-opioid, Fluo4 calcium fluorescence; hits give high values; B-score at 10 µM; actives 0.49% (n = 310,000); AID 2237;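 active means B-score above 5 SD of library B-scores, and initial fluorescence ratio not above library mean plus 5 SD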;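 further: positive B-score marks a calcium rise read as TRPC4 activation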
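Assay system: HEK293 stable line with TRPC4beta plus mu-opioid receptor. Times: dye 45 min RT, read 110 s. Measured by: kinetic Fluo4 calcium fluorescence. Measure: B score of integrated ratio. Controls: assay buffer as low control, maximal DAMGO as high control.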
MrgX1 agonist – activates human MrgX1 receptor signaling | AID 588627 | B-score at 10 µM | actives 0.44% (n = 310,000) | Q96LB2 | MrgX1-HEK293 cells, Fluo-4 calcium fluorescence, agonist mode; hits give high values;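 active means calcium response B-score plate-corrected fluorescence ratio at least 3 library SD, with starting fluorescence B-score inside 5 SD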
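Test system: HEK293 cells stably expressing human MrgX1 receptor; amount: 15,000 cells per well; doses: compound delivered in addition one of three; times: overnight plating before 1 h dye loading; detection: Fluo-4 NW calcium-flux fluorescence, kinetic read; read-out basis: B-scored fluorescence response ratio; controls: positive and negative controls per plate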
TRPC4 potent – TRPC4 (mouse) allosteric potentiation. B-score at 10 µM. HEK293 TRPC4beta/mu-opioid, DAMGO EC20, Fluo-4 Ca2+ flux; hits give high values. actives 0.42% (n = 310,000);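 active means B-score of calcium response area above 5 SD of library B-scores, with initial fluorescence ratio within 5 SD of library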;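 further: B-score of integrated fluorescence ratio over time as area under calcium response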
TRPC6 inh – inhibitors of mouse TRPC6 channel. Q61143. HEK293-TRPC6, membrane potential dye, ACh-evoked depolarization; hits give low values. actives 1.1% (n = 310,000). B-score at 10 µM;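 active means B-score under library mean minus 3 SD, initial fluorescence not abnormally high, positive integrated signal ratio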;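 further: B-score derived from integrated fluorescence ratio over the kinetic read; more negative B-score means stronger inhibition of depolarization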
Target sequence (Q61143 whole entry, looked up): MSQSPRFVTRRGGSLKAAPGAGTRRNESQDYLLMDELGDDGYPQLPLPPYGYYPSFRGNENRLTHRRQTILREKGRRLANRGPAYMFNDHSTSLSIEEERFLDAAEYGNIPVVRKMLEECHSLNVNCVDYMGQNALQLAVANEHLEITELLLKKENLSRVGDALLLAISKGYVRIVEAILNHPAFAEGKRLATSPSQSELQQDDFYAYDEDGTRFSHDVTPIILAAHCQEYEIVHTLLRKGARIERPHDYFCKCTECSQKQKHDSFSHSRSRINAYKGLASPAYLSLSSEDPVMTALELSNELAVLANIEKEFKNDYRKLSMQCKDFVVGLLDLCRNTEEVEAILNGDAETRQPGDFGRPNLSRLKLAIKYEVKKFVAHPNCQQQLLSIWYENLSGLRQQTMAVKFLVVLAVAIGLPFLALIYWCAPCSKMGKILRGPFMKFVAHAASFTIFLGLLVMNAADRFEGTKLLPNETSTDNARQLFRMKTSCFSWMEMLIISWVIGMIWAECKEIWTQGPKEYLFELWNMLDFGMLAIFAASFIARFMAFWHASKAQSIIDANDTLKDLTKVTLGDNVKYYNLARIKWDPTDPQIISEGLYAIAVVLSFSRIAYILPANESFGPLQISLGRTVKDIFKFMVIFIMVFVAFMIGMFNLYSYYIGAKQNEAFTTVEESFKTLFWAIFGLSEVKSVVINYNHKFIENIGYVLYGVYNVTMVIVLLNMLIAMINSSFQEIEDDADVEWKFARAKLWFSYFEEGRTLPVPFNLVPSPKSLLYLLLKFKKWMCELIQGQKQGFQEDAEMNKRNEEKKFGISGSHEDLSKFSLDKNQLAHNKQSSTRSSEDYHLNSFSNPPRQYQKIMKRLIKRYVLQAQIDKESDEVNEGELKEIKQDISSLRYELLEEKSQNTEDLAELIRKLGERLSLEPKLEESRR
PolyA inhibitor – blocks polyadenylation in yeast reporter cells; calls only at 12 µM; S. cerevisiae SKY197-pL101 polyadenylation reporter, beta-gal luminescence; efflux-impaired pdr1/pdr3 knockout yeast; score 100 = 6 SD above DMSO; AID 1875; actives 0.02% (n = 300,000);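 active means lowest replicate activity score at least 50, where 100 means six control SD above control mean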;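 further: yeast exposed to compound for 9 h at 30 °C; higher score means more reporter readthrough which indicates perturbed polyadenylation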
HIF act – HIF pathway transcriptional activation | U2OS HRE-luciferase reporter, luminescence; normalized: DMSO 0%, desferrioxamine 100% | activation, % at 7.5 µM (by protocol) | actives 0.32% (n = 300,000);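 active means mean activation of at least 10% of the iron chelator positive control signal, with at least half of replicates also reaching 10%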
AI-2 QS modul – modulates the Vibrio harveyi AI-2 quorum sensing system; Vibrio harveyi JMH597 AI-2 luminescence/OD600 ratio, 9 h; hits give low values; strain lacks LuxN and CqsS sensors; 0 = neutral-control median; activity change, % at 7.5 µM; actives 0.4% (n = 300,000); AID 2094; in the data active means activity change below about -75%, passing the limit was not always enough;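 further: luminescence divided by OD600 gain over 9 h not by final OD600 alone; inactives centre near 13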
TRPC4 block – inhibitors of mouse TRPC4 channel; Q9QUQ5; HEK293 TRPC4beta/mu-opioid, DAMGO-evoked Fluo4 calcium flux; hits give low values; B-score at 10 µM; actives 0.39% (n = 300,000); AID 2247;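 active means B-score over 3 SD under the library average, no early fluorescence shift, positive overall ratio signal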
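System: stable TRPC4beta/mu-opioid receptor HEK293 cells; Dosing: single-point compound dosing; Measured by: Fluo4 Ca2+ flux fluorescence; Read-out basis: per-well B score of integrated baseline-normalized Fluo4 ratio.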
TRPC6 act – activates the mouse TRPC6 cation channel; B-score at 10 µM; HEK293-TRPC6 membrane potential dye fluorescence; hits give high values; actives 0.13% (n = 310,000); AID 2550; Q61143;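 active means B-score of the integrated fluorescence ratio above library mean plus 3 SD, and starting fluorescence ratio within library mean plus 5 SD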;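 further: higher score means more depolarization so channel activation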
* = called active by the depositor; i = inactive; / = no result given. Not all compounds are listed; the hit share may differ from the screen's.

Order of results – MrgX1 PAM	MrgX1 antag	TRPC4 agonist	MrgX1 agonist	TRPC4 potent	TRPC6 inh	PolyA inhibitor	HIF act	AI-2 QS modul	TRPC4 block	TRPC6 act
- O=C(COC(=O)c1ncc(Cl)c(Cl)c1Cl)NC(=O)c1ccccc1
    i	i	i	i	i	i	i	2.0	-12	i	i
- Cc1ccc(C(=O)Nc2ccc(C)c(S(=O)(=O)Nc3ccccc3Cl)c2)s1
    i	i	i	i	i	i	i	2.3	58	i	i
- CCCC(c1nnnn1CC(=O)OCC)N(Cc1cc2ccc(C)cc2[nH]c1=O)C1CCCC1 (configuration not stated)
    i	i	i	i	i	i	i	0.2	3	i	i
- CCn1c(-c2ccc(F)cc2)cnc1SCC(=O)N1CCc2ccccc21
    i	i	i	i	i	i	i	1.5	2	i	i
- CCOC(=O)C1CCN(C(=S)NC2CCCC2)CC1
    i	i	i	i	i	i	i	0.2	-1	i	i
- CCOC(=O)C1CCN(C(=O)c2cc3cc4cc(OC)ccc4nc3o2)CC1
    i	i	i	i	i	i	i	0.3	24	i	i
- CN(C)c1ccc(NC(=S)NC(=O)/C=C/c2ccco2)cc1
    i	i	i	i	i	i	i	0.7	28	i	i
- CC1Cc2nc(SCC(=O)NCC3CCCO3)n(C)c(=O)c2S1 (configuration not stated)
    i	i	i	i	i	i	i	-0.3	19	i	i
- Cc1nn(C)c(Cl)c1CN1CCCC(CO)(Cc2ccccc2)C1 (configuration not stated)
    i	i	i	i	i	i	i	-0.3	6	i	i
- Cc1nnc(SCC(=O)NC2CCCCC2C)s1 (configuration not stated)
    i	i	i	i	i	i	i	0.1	13	i	i
- O=C(CCCC(=O)Nc1ccc(Br)cc1)N/N=C/c1ccccc1
    i	i	i	i	i	i	i	0.3	-6	i	i
- CN=C1S/C(=C\c2cc(C)n(-c3ccccc3F)c2C)C(=O)N1C
    i	i	i	i	i	i	i	0.0	9	i	i
- Cc1ccc(C(=O)c2ccccc2C(=O)OCC(=O)NC(=O)NC(C)(C)C)cc1
    i	i	i	i	i	i	i	0.0	2	i	i
- Cc1ccc2nc(-c3ccccc3)cc(C(=O)N3CC(C)OC(C)C3)c2c1 (configuration not stated)
    i	i	i	i	i	i	i	-0.4	23	i	i
- O=C1OCCC1Sc1nnc(-c2cccs2)n1Cc1ccccc1 (configuration not stated)
    i	i	i	i	i	i	i	-1.0	-20	i	i
- Cc1ccc(C(=O)N/C(=C/c2ccccc2F)C(=O)NCCCn2ccnc2)cc1
    i	i	i	i	i	i	i	-0.4	7	i	i
- CCOC(=O)Cn1cc(C(=O)c2ccco2)c2ccccc21
    i	i	i	i	i	i	i	-0.5	15	i	i
- Cn1c(=O)c2c(nc(NCCCO)n2CCc2ccccc2)n(C)c1=O
    i	i	i	i	i	i	i	-1.5	-11	i	i
- CCOc1cc(Br)cc(/C=C2\SC(=Nc3ccccc3)NC2=O)c1O
    i	i	i	i	i	i	i	0.1	16	i	i
- Cc1ccnc(NC(=O)c2cc(F)c(F)cc2Cl)n1
    i	i	i	i	i	i	i	-0.2	-4	i	i
- COCCNC(=O)CCc1c(C)nc2c(-c3ccc(F)cc3)c(C)nn2c1C
    i	i	i	i	i	i	i	-0.1	33	i	i
- COC(=O)c1cc(C(=O)NC(C)(C)CC(C)(C)C)cc([N+](=O)[O-])c1
    i	i	i	i	i	i	i	0.5	11	i	i
- COc1cccc(N2CCN(C(=O)Nc3ccc4c(c3)NC(=O)CO4)CC2)c1
    i	i	i	i	i	i	i	0.1	22	i	i
- COc1ccccc1Nc1ccc(NS(=O)(=O)c2ccc(C(C)=O)cc2)cc1
    i	i	i	i	i	i	i	0.5	32	i	i
- Cc1nc2cc(NC(=O)Nc3cccc(F)c3)ccc2n1C
    i	i	i	i	i	i	i	/	20	i	i
- Cc1ccc[n+](CC(=O)Nc2c(Cl)cc(Cl)cc2Cl)c1
    i	i	i	i	i	i	i	0.1	8	i	i
- O=C(N=C1SC2CS(=O)(=O)CC2N1c1ccccc1)C1CCCCC1 (configuration not stated)
    i	i	i	i	i	i	i	0.0	53	i	i
- COc1ccc(/C=N/NC(=O)c2cc3c(ccc4ccccc43)o2)cc1OC
    i	i	i	i	i	i	/	/	13	i	i
- CCOc1ccc(/C=N/NC(=O)C(C)Sc2ccccn2)cc1OCC (configuration not stated)
    i	i	i	i	i	i	i	-0.3	27	i	i
- O=C(NC1CCSc2ccccc21)c1cc([N+](=O)[O-])ccc1N1CCOCC1 (configuration not stated)
    i	i	i	i	i	i	i	-0.1	12	i	i
- CCc1ccc(C2CC(c3ccc(Cl)cc3)=NNC2=O)cc1 (configuration not stated)
    i	i	i	i	i	i	i	-0.2	-82*	i	i
- CC(C)c1nc2oc3c(N(C)CCO)ncnc3c2c2c1CCC2
    i	i	i	i	i	i	i	0.0	31	i	i
- N#CC[C@H](Cc1ccccc1)N1CC[C@@H](O)CCC1=O
    i	i	i	i	i	i	i	1.1	1	i	i
- CCOC(=O)COc1nc(-c2ccc(C)cc2)cc(-c2ccco2)c1C#N
    i	i	i	i	i	i	i	0.0	10	i	i
- COc1ccc(OS(=O)(=O)c2ccc(N3C(=O)CCC3=O)cc2)cc1
    i	i	i	i	i	i	i	-0.6	20	i	i
- COc1ccc(N=C2NC(=O)C(CO)(CO)S2)cc1
    i	i	i	i	i	i	i	-0.7	9	i	i
- O=C(N/N=C/c1cccnc1)c1cc(O)c(O)c(O)c1
    i	i	i	i	i	i	i	-8.1	6	i	i
- Clc1ccc(-c2ccn[nH]2)cc1
    i	i	i	i	i	i	i	1.8	21	i	i
- O=C(O)CC(CC(=O)NCC(O)c1ccccc1)c1ccccc1 (configuration not stated)
    i	i	i	i	i	i	i	-1.5	-2	i	i
- Cc1nc(-c2ccc(Cl)cc2)sc1C1(C)CC(c2ccc(F)cc2)=NO1 (configuration not stated)
    i	i	i	i	i	i	i	1.1	4	i	i
- Cc1cccc(N2C(=O)/C(=C/c3ccccn3)SC2=S)c1
    i	i	i	i	i	i	i	0.1	21	i	i
- COc1ccc(C(C)=O)cc1COC(=O)c1ccc(N)c([N+](=O)[O-])c1
    i	i	i	i	i	i	i	0.5	29	i	i
- Cc1nc(C(C)(C)O)n(-c2ccccc2)n1
    i	i	i	i	i	i	i	-37	18	i	i
- CC(C)CN1CCC(=O)N([C@H](CSc2ccc(Br)cc2)c2ccccc2)CC1
    i	i	i	i	i	i	i	0.5	6	i	i
- Cc1cccc(N2C(=O)CSC2c2cccnc2)c1 (configuration not stated)
    i	i	i	i	i	i	i	-0.2	17	i	i
- CC1CCCC(C)N1CCNC(=O)C1CCN(S(=O)(=O)N2CCCCC2)CC1 (configuration not stated)
    i	i	i	i	i	i	i	-0.1	7	i	i
- CCCCn1cnc2c(c(-c3ccccc3)c(-c3ccccc3)n2Cc2ccco2)c1=N
    i	-14*	i	i	i	-7.5*	i	2.3	1	i	i
- CCC(C)(C)n1nnnc1C(C(C)C)N1CCSCC1 (configuration not stated)
    i	i	i	i	i	i	i	0.5	2	i	i
- CCC(=O)NNc1cccc(Cl)n1
    i	i	i	i	i	i	i	0.1	0	i	i
- O/N=C1\CC/C(=N\O)c2nn(-c3ccc(Cl)cc3Cl)nc21
    i	i	i	i	i	i	i	0.2	9	i	i
- O=C(CN1C(=O)CC(c2ccco2)Sc2ccccc21)NC1CCCCC1 (configuration not stated)
    i	i	i	i	i	i	i	0.0	33	i	i
- CS(=O)(=O)N(CC(=O)Nc1ccccc1-c1ccccc1)c1ccccc1
    i	i	i	i	i	i	i	-0.7	1	i	i
- COc1cc(OC)nc(Oc2ccccc2C(=O)Oc2ccccc2Cl)n1
    i	i	i	i	i	i	i	-0.1	12	i	i
- Cc1ccc(S(=O)(=O)N(C)CCCC(=O)N2CCN(C=O)CC2)cc1
    i	i	i	i	i	i	i	0.2	11	i	i
- COc1cc2c(cc1OC)CN(C(=O)COc1ccc(C)c(C)c1)CC2
    i	i	i	i	i	i	i	-0.5	21	i	i
- CC(C)(C)C(=O)/C(C#N)=C/c1cccs1
    i	i	i	i	i	i	i	-0.5	4	i	i
- Cc1ccc(C2C(C(=O)c3cccs3)=C(O)C(=O)N2CCN2CCOCC2)o1 (configuration not stated)
    i	i	i	i	i	i	i	0.0	-1	i	i
- CC1CCN(C(=O)CSc2nc3c(c(=O)n2C)SC(C)C3)CC1 (configuration not stated)
    i	i	i	i	i	i	i	0.2	20	i	i
- Cc1ccc(C(C)C)c(OCC(=O)NC(=S)Nc2ccccc2N2CCOCC2)c1
    i	i	i	i	i	i	i	0.1	3	i	i
- CN(c1ccccc1)c1nc(N)c([N+](=O)[O-])c(Nc2ccccc2F)n1
    i	i	i	i	i	i	i	1.5	10	i	i
- COc1cccc(NS(=O)(=O)c2ccc(Br)s2)c1
    i	i	i	i	i	i	i	0.5	29	i	i
- COc1ccc(CCNC2CC(=O)N(CCc3ccccc3)C2=O)cc1 (configuration not stated)
    i	i	i	i	i	i	i	-0.2	13	i	i

Individual results from the results shown.
COc1cccc(NS(=O)(=O)c2ccc(Br)s2)c1 in HIF act reads 0.5
COc1cc(OC)nc(Oc2ccccc2C(=O)Oc2ccccc2Cl)n1 in HIF act reads -0.1

Screens from PubChem.
